OX1R antag: OX1R (HCRTR1) antagonists, primary screen, fluorescence, CHO/OX1R cells, Fluo-8 calcium, orexin A; Orexin/Hypocretin receptor type 1 (Homo sapiens), O43613; Fluo-8 calcium fluorescence; inhibition, % at 5 µM; hit rate 0.43% among 330,000;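 active = inhibition above its plate's threshold, mean inhibition of all tested compounds on the plate plus 3 SD, cut at about 37% in these data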;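 note: 0% = orexin A challenge wells and 100% = SB-334867-A antagonist wells; not every result past the cut was called active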
Target sequence (O43613 whole entry, looked up): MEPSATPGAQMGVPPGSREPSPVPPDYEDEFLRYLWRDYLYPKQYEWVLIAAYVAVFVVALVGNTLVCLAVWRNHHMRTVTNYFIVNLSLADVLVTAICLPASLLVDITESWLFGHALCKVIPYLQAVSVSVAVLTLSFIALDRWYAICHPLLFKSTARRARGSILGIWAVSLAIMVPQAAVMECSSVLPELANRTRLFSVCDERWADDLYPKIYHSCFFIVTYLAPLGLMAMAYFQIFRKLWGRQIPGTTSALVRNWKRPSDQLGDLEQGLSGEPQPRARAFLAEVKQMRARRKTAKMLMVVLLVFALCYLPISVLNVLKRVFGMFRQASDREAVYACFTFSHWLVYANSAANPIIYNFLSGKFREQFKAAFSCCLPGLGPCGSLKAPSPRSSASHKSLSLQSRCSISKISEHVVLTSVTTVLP
CHT allo act: CHT positive allosteric modulators, primary screen, cell-based, membrane potential dye, choline EC20. CHT-expressing cells; stronger effect = higher value; LV-AA mutant CHT in HEK293 cells. B-score at 10 µM. High affinity choline transporter 1 (Homo sapiens), Q9GZV3. hit rate 0.49% among 310,000;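 active = initial fluorescence not abnormally high and integrated response B-score, plate-corrected, over 3 SD above library mean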
Target sequence (Q9GZV3 whole entry, looked up): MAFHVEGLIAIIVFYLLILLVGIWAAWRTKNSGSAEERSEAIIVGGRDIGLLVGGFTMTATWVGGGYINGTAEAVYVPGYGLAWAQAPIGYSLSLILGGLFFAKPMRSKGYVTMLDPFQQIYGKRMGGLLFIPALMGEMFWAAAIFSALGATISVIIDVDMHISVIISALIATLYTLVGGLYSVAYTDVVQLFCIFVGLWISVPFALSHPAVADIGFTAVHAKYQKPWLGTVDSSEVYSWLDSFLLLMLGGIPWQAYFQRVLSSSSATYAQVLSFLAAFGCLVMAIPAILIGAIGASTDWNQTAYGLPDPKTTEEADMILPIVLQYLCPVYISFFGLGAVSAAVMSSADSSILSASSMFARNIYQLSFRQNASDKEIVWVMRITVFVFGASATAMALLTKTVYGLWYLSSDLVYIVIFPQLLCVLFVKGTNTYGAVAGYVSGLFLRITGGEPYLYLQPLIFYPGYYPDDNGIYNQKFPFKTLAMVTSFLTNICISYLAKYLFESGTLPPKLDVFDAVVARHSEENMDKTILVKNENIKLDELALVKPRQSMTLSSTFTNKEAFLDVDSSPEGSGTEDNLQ
Starred values were filed as active, the others as inactive; i = inactive; x = not tested or not shown.

Second line of a record – OX1R antag, CHT allo act
> CCNC(=O)OCc1cn(-c2ccc(Cl)cc2)nn1
→ -6, i
> CC(C)OP(=O)(OC(C)C)C1(O)C(=O)Nc2ccccc21 (configuration not stated)
→ -15, i
> COc1ccccc1CNC(=O)C1CCN(c2nc3ccccc3o2)CC1
→ -14, i
> Cn1cc(CCNC(=O)CC2C(=O)NCCN2CC(c2ccccc2)c2ccccc2)cn1 (configuration not stated)
→ -15, i
> COc1ccc(/C=C2\C(=O)NC(=S)N2C(=O)c2ccc(C)cc2)cc1
→ 4, i
> CC(=O)Nc1ccc(Nc2nc(Cl)nc(Nc3ccc(NC(C)=O)cc3)n2)cc1
→ -12, i
> O=S(=O)(Nc1ncn[nH]1)c1ccc2ccccc2c1
→ -6, i
> CCOC(=O)c1[nH]c(CSc2nnc(-c3ccncc3)n2CCOC)c(C(=O)OCC)c1C
→ -44, i
> CSc1nccc(Oc2cncc(Cl)c2)n1
→ 0, i
> C=CCn1c(-c2cccc(OC)c2)nc2nc3ccccc3nc21
→ -29, i
> O=C(CN1C(=O)NC2(CCOc3ccccc32)C1=O)NCc1ccccc1 (configuration not stated)
→ -15, x
> Cc1nc2sccn2c(=O)c1S(=O)(=O)NC(C)c1ccccc1 (configuration not stated)
→ 3, i
> Cc1ccc(C(=O)NCCc2nnc(SCC(=O)Nc3nc(-c4ccccc4)cs3)n2C)cc1
→ 7, i
> NC(=O)c1ccsc1NC(=O)c1cccs1
→ 2, i
> O=C(CCSc1nc(-c2ccc3c(c2)OCO3)cc(C(F)(F)F)n1)NCc1ccco1
→ -34, i
> CCOC(=O)C1=C(CC)Nc2ccccc2N/C1=N\S(=O)(=O)c1ccc(C(=O)OCC)cc1
→ -18, i
> CCCCn1c(/N=C/c2ccc(N(C)C)cc2)nc2ccccc21
→ 6, i
> O=C(COC(=O)COc1ccc(Cl)cc1Cl)NC1CCS(=O)(=O)C1 (configuration not stated)
→ -12, x
> CCc1nc(SCC(=O)Nc2nnc(CC(C)C)s2)n[nH]1
→ -5, i
> CC(=O)OCc1ccccc1Sc1ccccc1C(=O)NCc1ccccc1
→ -10, i
> CCOc1ccccc1C(=O)N[C@H](C(=O)OCc1cc(=O)oc2cc(C)ccc12)C(C)C
→ -23, i
> COc1ccc(/C=C2\CCn3c2nc2cc(C(=O)O)ccc2c3=O)cc1
→ 0, i
> COc1ccc(CCNC(=O)c2ccccc2NC(=O)C2=C(C)OCCS2)cc1OC
→ -12, i
> O=C1OCCC1Sc1ncnc2sc3c(c12)CCC3 (configuration not stated)
→ -26, i
> CCCCC1(COC(=O)CCC(=O)O)C(=O)N(c2ccccc2)N(c2ccccc2)C1=O
→ -11, i
> Cc1occc1C(=O)N/N=C/c1ccc(N(C)C)cc1
→ 10, i
> CCCOC(=O)C1C2C=CC3(CN(c4cccc(Cl)c4)C(=O)C13)O2 (configuration not stated)
→ -16, i
> COc1cccc(CN2CC(C(=O)N(C)Cc3ccc(C)cc3)CCC2=O)c1 (configuration not stated)
→ -22, i
> CCCCn1c(=N)n(CC(O)COc2cccc(C)c2)c2ccccc21 (configuration not stated)
→ -26, i
> CCNC(=O)O/N=C(\C)c1sc(-c2ccc(Cl)cc2)nc1C
→ -36, i
> CC(C)C[C@H](CO)Nc1nc(N(C)c2cccc(Cl)c2)c2ncn(C(C)C)c2n1
→ -23, i
> CC1(C)O[C@@H]2[C@H](O1)[C@@H](CO)O[C@H]2n1cc(Br)c(=O)[nH]c1=O
→ -12, x
> Cc1ccc(CNCc2cccnc2)cc1
→ 1, i
> COCCNC(=O)c1c(N)n(-c2ccccc2)c2nc3ccccc3nc12
→ 6, i
> c1ccc(-n2nnnc2SCc2cccc3nsnc23)cc1
→ -7, i
> CCc1n[nH]c(=S)n1/N=C/c1ccc2c(c1)OCO2
→ -5, i
> Cn1c(SC2=CS(=O)(=O)c3ccccc32)nc2ccccc21
→ -21, i
> CCc1ccccc1NC(=O)c1cccs1
→ -9, i
> O=C(O)CC(NC(=O)C1CCCCC1)c1cc([N+](=O)[O-])ccc1Cl (configuration not stated)
→ -9, i
> CN(Cc1nc2ccc(F)cc2[nH]1)C(=O)C1CCC(=O)N(C2CC2)C1 (configuration not stated)
→ 8, i
> CC(C)(C)C1CCC(=NNC(=O)C(=O)NCc2cccnc2)CC1 (configuration not stated)
→ -8, i
> O=C(c1ccccc1)N(Cc1cccs1)C1CCS(=O)(=O)C1 (configuration not stated)
→ 2, i
> CCOc1cc(/C=N/O)ccc1OCc1ccc([N+](=O)[O-])cc1
→ -11, i
> COc1cc2c(cc1NC(=O)CSc1nc3ccccc3[nH]1)oc1ccccc12
→ -16, i
> S=c1[nH]nc(-c2cc(-c3ccccc3)n[nH]2)n1/N=C/c1ccc(Cl)cc1
→ -95, i
> Cc1ccc(S(=O)(=O)n2ccc3cccnc32)cc1
→ -32, i
> COc1ccc([N+](=O)[O-])cc1N(CC(O)CN1C(=O)NC(C)(C)C1=O)S(=O)(=O)c1ccccc1 (configuration not stated)
→ -19, i
> Cc1nn2c3ccccc3n(CCN3CCCCC3)c2nc1=O
→ -10, 7.1*
> O=C(/C=C(\O)c1ccccc1)C(=O)NNC(=O)c1ccccc1[N+](=O)[O-]
→ -6, i
> CCc1ccc(C(=O)OCC(=O)Nc2cccc(S(=O)(=O)NC3=NCCCCC3)c2)cc1
→ -19, i

(further entries)
Second line of a record – OX1R antag, CHT allo act
> Cc1ccc(C(=O)O)cc1[N+](=O)[O-]
→ 1, x
> O=C1CN=C(Nc2ccc(Cl)cc2)N1c1ccccc1
→ -15, i
> CCc1ccc(NC(=O)NCCN2CCN(c3ccc(OC)cc3)CC2)cc1
→ -36, i
> CCN(CC)S(=O)(=O)c1ccc(-c2nnc(SCc3nnc(-c4ccc(C)cc4)o3)n2CC)cc1
→ -35, i
> Cc1ccc(NC(=O)CCC(=O)N/N=C/c2ccc(O)cc2)cc1
→ -13, i
> O=C(OCC(=O)N1CCCC1)c1ccc(S(=O)(=O)N2CCOCC2)cc1
→ 9, i
> Cc1nn(-c2ccccc2)c(C)c1NC(=O)COc1cc(F)ccc1[N+](=O)[O-]
→ 7, x
> COc1ccc(N2CCN(C(CNC(=O)C(=O)NCc3cccnc3)c3ccco3)CC2)cc1 (configuration not stated)
→ -7, i
> COc1ccc(OC)c(CN(CCCN2CCOCC2)S(=O)(=O)c2ccc(NC(C)=O)cc2)c1
→ -15, i
> Cc1cc(C)c(C#N)c(SCC(=O)c2ccccc2)n1
→ -30, i

By substructure: the compounds so far with two or more sulfur atoms (9)
Second line of a record – OX1R antag, CHT allo act
> Cc1nc2sccn2c(=O)c1S(=O)(=O)NC(C)c1ccccc1 (configuration not stated)
→ 3, i
> Cc1ccc(C(=O)NCCc2nnc(SCC(=O)Nc3nc(-c4ccccc4)cs3)n2C)cc1
→ 7, i
> NC(=O)c1ccsc1NC(=O)c1cccs1
→ 2, i
> CCc1nc(SCC(=O)Nc2nnc(CC(C)C)s2)n[nH]1
→ -5, i
> O=C1OCCC1Sc1ncnc2sc3c(c12)CCC3 (configuration not stated)
→ -26, i
> c1ccc(-n2nnnc2SCc2cccc3nsnc23)cc1
→ -7, i
> Cn1c(SC2=CS(=O)(=O)c3ccccc32)nc2ccccc21
→ -21, i
> O=C(c1ccccc1)N(Cc1cccs1)C1CCS(=O)(=O)C1 (configuration not stated)
→ 2, i
> CCN(CC)S(=O)(=O)c1ccc(-c2nnc(SCc3nnc(-c4ccc(C)cc4)o3)n2CC)cc1
→ -35, i

Some of the entries above in a different format.
mol,OX1R antag,CHT allo act
COc1ccc(OC)c(CN(CCCN2CCOCC2)S(=O)(=O)c2ccc(NC(C)=O)cc2)c1,-15,i
Cc1ccc(NC(=O)CCC(=O)N/N=C/c2ccc(O)cc2)cc1,-13,i

The results go on.
Second line of a record – OX1R antag, CHT allo act
> O=C(C1CCCC1)N1CCN(S(=O)(=O)c2ccc(Cl)cc2)CC1
→ -15, i
> Cc1nn(-c2ccc(F)cc2)c(-n2cccc2)c1C(=O)N1CCN(C(=O)c2ccco2)CC1
→ -21, i
> COC(=O)c1sccc1NC(=O)c1ccccc1Br
→ -11, i
> COc1cc(OC)c(OC)cc1/C=N/NC(=O)c1ccc2nc[nH]c2c1
→ -5, i
> COc1cccc(CC2(CO)CCCN(Cc3cn[nH]c3-c3ccc(F)cc3)C2)c1 (configuration not stated)
→ -20, i
> O=c1[nH]ncc(N2CCCCCC2)c1Cl
→ -2, i
> O=C(Nc1cnccn1)c1csc2ccccc12
→ -1, i
> O=C(COc1ccc(F)cc1)N1CCCCCCC1
→ -18, i
> COc1ccc(C)cc1NC(=O)c1ccccc1NS(=O)(=O)c1cccc2cccnc12
→ 15, i
> COc1ccc2oc(C)c(C(N)=O)c2c1
→ 2, i
> Cc1c(C(=O)NCCSc2ccc(Cl)cc2)cccc1[N+](=O)[O-]
→ -22, i
> CCOC(=O)c1sc(N2C(=O)C(O)=C(C(=O)c3ccco3)C2c2ccc([N+](=O)[O-])cc2)nc1C (configuration not stated)
→ -26, i
> Cc1ccccc1-c1nc(-c2ccc(NC(=O)c3ccc(Br)o3)cc2)no1
→ -13, i
> CCCc1cc2c(cc1NC(=O)c1ccc(C)cc1)OCO2
→ -12, i
> COCCCNc1ncnc2sc3c(c12)CCC(C)C3 (configuration not stated)
→ -31, i
> CCN1CCN(CCCNC(=O)CNC(=O)c2nn(-c3ccc(OC)cc3OC)c(=O)c3ccccc23)CC1
→ -16, i
> CCCCn1c(=O)nc2n(-c3ccc(C)cc3)c3ccccc3cc-2c1=O
→ -27, i
> O=C1OC[C@@H]2CCCN2C(=O)[C@@H](CC(=O)N(CCO)Cc2ccccc2)C/C=C\CC[C@H]1Cc1ccc(F)cc1
→ -11, x
> CCn1c(=S)sc2c(=O)n(CC(=O)Nc3cccc(Br)c3)c(C)nc21
→ -15, i
> CC(=O)Nc1ccc(NC(=O)COC(=O)/C(=C/c2ccccc2)n2nnnc2C)cc1
→ -2, i
> O=C(CC1C(=O)NCCN1Cc1c(F)cccc1Cl)NC1CCCC1 (configuration not stated)
→ -8, i
> CC(CCc1ccccc1)NC(=O)CNC(=O)COc1ccccc1 (configuration not stated)
→ -22, i
> Cn1c(Cc2csc(N)n2)nnc1SCC(=O)NC1CCCCC1
→ 2, i
> O=C(NCc1ccccc1)C1=C[C@H](C2CCCCC2)C[C@H](OCc2ccc(CO)cc2)O1
→ -8, i
> O=C(NCCNC(=O)c1ccc(Cl)cc1Cl)c1cnccn1
→ -9, i
> CCCCCC(N)=O
→ 8, x
> Cc1ccc(C(=O)CSc2nnc(-c3ccccc3)o2)cc1
→ -27, i
> O=c1cc(CSc2ccc(Cl)cc2)nc(-c2ccccc2)[nH]1
→ -10, i
> COc1ccc2nc(NC(=O)Cn3cnc4c(=O)n(C)c(=O)n(C)c43)sc2c1
→ -4, i
> C[C@H](NC(=O)c1ccccc1Cl)C(=O)NCCc1ccc(S(N)(=O)=O)cc1
→ -15, i
> COC(=O)c1sc2nc(CN3CCN(c4ccc(OC)cc4)CC3)[nH]c(=O)c2c1C
→ -27, i
> O=C1C2C3CC(C(Br)C3Br)C2C(=O)N1c1ccccn1 (configuration not stated)
→ -19, i
> CCN(CC(=O)Nc1c(F)cccc1F)C(=O)CN1C(=O)NC2(CCCC2)C1=O
→ -18, i
> O=c1cc(-c2ccco2)nc(SCc2cccc(Cl)c2)[nH]1
→ -2, i
> O=C(NCCc1ccccc1)c1ccc(-c2ccc(F)cc2)o1
→ -26, i
> COc1cccc(C(=O)NCC(=O)OCC(=O)Nc2cc(OC)c([N+](=O)[O-])cc2C)c1
→ -30, i
> CCOc1cc(/C=N\NC(=O)c2ccc(NC(=O)C(C)(C)C)cc2)ccc1OC(=O)c1ccc(OC)cc1
→ -17, i
> COC(=O)c1[nH]c(C)c(/C(O)=C2\C(=O)C(=O)N(CCN3CCOCC3)C2c2cccs2)c1C (configuration not stated)
→ -9, i
> COCCNC(=O)c1onc(CSc2cccc(OC)c2)c1C(=O)O
→ 3, i
> CC(=O)c1cc2c(cc1NC(=O)Nc1cccc(Cl)c1)OCCO2
→ -32, i
> O=C(Nc1nnc(-c2ccccc2)o1)C1CCCN1S(=O)(=O)c1cccs1 (configuration not stated)
→ -18, i
> NS(=O)(=O)c1cccc(NC(=O)c2ccc3nc[nH]c3c2)c1
→ 0, i
> C/C(=N\NC(N)=O)C1(C)CCCCC1
→ 6, i
> CCN(CC)S(=O)(=O)c1cccc(C(=O)Nc2ccc3c(c2)OCO3)c1
→ -25, i
> COc1ccc(CN(C)CC(=O)Nc2ccc(Cl)cc2C(F)(F)F)c(OC)c1
→ -23, i
> C=C(C)CNC(=S)N/N=C/c1ccc(NC(C)=O)cc1
→ -9, i
> Nc1nnnn1CC(=O)N/N=C/c1cc([N+](=O)[O-])ccc1Cl
→ -11, i
> CCN1CCN(C(=O)/C=C\C(=O)O)CC1
→ -7, i
> CCOc1ccc2ccccc2c1C(=O)NCC(c1ccc(N(C)C)cc1)N(C)C (configuration not stated)
→ -19, i
> CC(NC(=O)Cn1c(=O)[nH]c2ccsc2c1=O)C12CC3CC(CC(C3)C1)C2 (configuration not stated)
→ -32, i

(next part)
Second line of a record – OX1R antag, CHT allo act
> COc1ccc(S(=O)(=O)NCCc2c[nH]c3ccc(C)cc23)cc1
→ x, i
> CCN(CC)C(=O)C1CCCN(C(=O)Nc2ccc(NC(=O)N3CCCC(C(=O)N(CC)CC)C3)cc2)C1 (configuration not stated)
→ -10, i
> Cc1ccc2c(c1)S/C(=C\c1cccc[n+]1C)N2CCO
→ 4, i
> CC(C)C(OC(=O)c1cccc(S(=O)(=O)NCC(F)(F)F)c1)C(=O)NC(N)=O (configuration not stated)
→ -6, i
> O=C(NCc1ccccn1)c1ccc(NS(=O)(=O)c2ccccc2)cc1
→ 11, i
> COc1cc(-c2noc(C)c2C(=O)NCCCN2CCCC2=O)cc(OC)c1OC
→ -9, x
> COc1ccc(NC(=O)c2cc3c(=O)n(C)c4ccccc4c3n2C)cc1Cl
→ -31, i
> CC(=O)C1=C(C)Nc2ncnn2C1c1ccc(O)cc1 (configuration not stated)
→ -21, i
> CN1CCc2c(sc(NC(=O)Cc3ccccc3)c2C(N)=O)C1
→ -14, i

Source: PubChem BioAssay
